Compound activity (PubChem)
Peg3 imprint: qHTS Assay for Compounds that Induce Erasure of Genomic Imprints; mouse ES Peg3-LacZ reporter, beta-gal luminescence, 40 h; Potency, µM (highest dose often 60.7 µM), for inactives: top-dose activity change, positive = activation, hits mostly activators; 110,000 compounds, 0.02% hits; AID 1948, 2009;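 also: 0% = negative control wells on the plate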
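Each well holds 300 Peg3LacZ-Neo (maternal) female ES cells incubated 40 h at 37C, 5% CO2. LacZ is measured by BetaGlo luminescence, with AC50 and maximum efficacy derived from dose-response curves.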
p53ts 32C tox: qHTS Screen for Compounds that Selectively Target Cancer Cells with p53 Mutations: Cytotoxicity of p53ts Cells at the Permissive Temperature; H1299-p53A138V at 32C, ATP luminescence viability, 24 h; Potency, µM (highest dose often 46.1 µM), for the others: at the highest dose activity change, negative = cytotoxicity, actives largely listed as cytotoxic; 130,000 compounds, 0.93% hits;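 also: 0% = DMSO and -100% = full killing by reference compound; nearly all actives have a fitted effect of over 55% in size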
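H1299-p53 A138V cells (temperature-sensitive p53) exposed 24 h to up to 46 uM compound at 32C, where p53 is wild-type in conformation. Viability read as ATP luminescence and normalised to DMSO and 100 uM tamoxifen. AC50 fitted with the Hill equation.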
p53ts 39C tox: qHTS Screen for Compounds that Selectively Target Cancer Cells with p53 Mutations: Cytotoxicity of p53ts Cells at the Nonpermissive Temperature; H1299-p53A138V viability at 39C, ATP luminescence, 24 h; Potency, µM (top dose mostly 46.1 µM), for the others: top-dose activity change, negative = cell killing, hits mostly cytotoxic; 130,000 compounds, 1.5% hits; AID 902, 2007; also: nearly all actives have a fitted effect of over 55% in size
IkB signaling: IkB Signaling; AID 445, 2006; ABC-DLBCL IkBa-CBG/CBR dual luciferase ratio, 4 h; response scale: scaled: untreated 0%, proteasome inhibitor 100%; 110,000 compounds, 0.04% hits; Potency, µM (titrated, usually from 57.1 µM), without a hit: at the top dose IkBa stabilization activation; active = well fitted curve in the direction sought with a large enough effect in the signal ratio, not every such curve was filed as active; inconclusive = small, poorly fitted or top-dose-only effect, or a change in a side signal; the % refers to the signal ratio;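 also: the direction sought is a rising ratio; 0% = basal untreated cells and 100% = reference inhibitor full response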
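Curves were fitted separately to fusion (green), unfused (red) and ratio luminescence, then classed by r2, magnitude and activity. Cells: OCI-Ly3, 4 h compound plus doxycycline at 37C; 10 uM MG-132 defined full response.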
The depositor's hits bear a star; ? = inconclusive; . = no result given; [ ] = remark or other dose. Unless noted, calls follow the shape of the dose curve; as a rule, active = well fitted curve in the direction sought with a large enough effect; inconclusive = small, poorly fitted or top-dose-only effect, or another doubt; inactive = no such curve, though single readings can be large; an effect the other way counts as inactive or inconclusive. Unless noted, % is scaled to controls: 0 for no effect and ±100 for the full control effect; potency is read from the fitted curve at half-maximal effect.

Each structure is followed by: Peg3 imprint, p53ts 32C tox, p53ts 39C tox, IkB signaling
CC(=O)c1ccc(OCC(O)CN2CCC(C)CC2)cc1 (centres undefined)
 : -14%, 6%, -4%, 2.5%
Cc1ccc(S(=O)(=O)c2nnn3c2nc(N2CCCC(C)C2)c2cc(Cl)ccc23)cc1C (centres undefined)
 : -10%[10.9 µM], 7%, 10%, 0.3%
NC1=C(c2ccc(F)cc2)C(=O)CS1
 : 0%, 5%, -3%, ?
COc1ccc(S(=O)(=O)N2CCCN(CC(=O)Nc3ccc4c(c3)OCO4)CC2)cc1
 : -22%, 9%, -6%, 1.6%
COC(=O)c1ccc(C(/C=C/[C@@H](C)C(=O)NCCN2CCCC2)NC(=O)OCc2ccccc2)cc1 (some centres undefined)
 : -11%, -2%, -8%, .
CCN(CC)S(=O)(=O)c1ccc(O)c(C(=O)OCC(=O)N(C)Cc2ccccc2)c1
 : 4%, -1%, -3%, 1.5%
Cc1ccc(-c2ccc(=O)n(CCC(=O)NCCN3CCCCC3C)n2)cc1 (centres undefined)
 : -25%, -7%, -6%, -0.9%
CCC(=O)Nc1ccccc1-c1nc2ccccc2n(CC(=O)c2ccc(Br)cc2)c1=O
 : -16%[10.9 µM], -5%, 11%, -0.8%
O=C(Nc1ncc(Cc2ccccc2Cl)s1)C1CCCO1 (centres undefined)
 : ., -24%, -18%, .
CCOc1ccc(NC(=O)C2CCCN(S(=O)(=O)c3c(C)n[nH]c3C)C2)cc1 (centres undefined)
 : -8%, 0%, -1%, -0.4%
Cc1cn2c(=O)c(S(=O)(=O)NCc3ccccc3Cl)c(C)nc2s1
 : -11%[10.9 µM], 5%, -15%, -1.0%
CCOC(=O)N1CCC(NC(=O)CNS(=O)(=O)c2ccc(Br)s2)CC1
 : -23%, -13%, 3%, -0.6%
COc1ccc(-c2nc3c(c(SCC(=O)N4CCOCC4)n2)COC(C)(C)C3)cc1
 : ., 5%, -2%, .
CCOc1ccc(NC(=O)CCS(=O)(=O)c2ccc3nc(C)sc3c2)cc1
 : -5%[10.9 µM], -2%, 20%, 0.5%
O=C(CCN1CCCCC1)N1CCc2c([nH]c3ccccc23)[C@H]1c1cccnc1
 : -14%[10.9 µM], -3%[9.22 µM], -5%[9.22 µM], 2.1%[11.4 µM]

Each structure is followed by: Peg3 imprint, p53ts 32C tox, p53ts 39C tox, IkB signaling
CCCC(=O)Nc1ccc(-c2nc3ncccc3o2)cc1C
 : -14%[10.9 µM], -11%, -17%, 5.3%
CCOc1ccc(Nc2nc(CC(=O)OC)cc(=O)[nH]2)cc1
 : 3%, 1%, -1%, 1.6%
COc1ccc(-c2nnc(SCC(N)=O)n2N)cc1
 : 9%, 3%, -1%, 0.2%
Cc1ccc2c(c1)NC(=O)C(CC(=O)NCCCN1CCc3ccccc3C1)O2 (centres undefined)
 : -10%, 1%, -6%, 0.6%
Brc1ccc(Oc2nsnc2N2CCOCC2)cc1
 : -2%, -4%, -12%, 4.8%
CCN(CC)S(=O)(=O)c1ccc2c(c1)N(CC(=O)NCCCN1CCN(c3cc(Cl)ccc3C)CC1)C(=O)CO2
 : -16%[10.9 µM], -24%, ?, ?
c1cncc(-c2nc(Oc3ccc(-c4nnco4)cc3)c3c4c(sc3n2)CCCC4)c1
 : -2%, 4%, 2%, 0.2%
O=C(NCCC1=CCCCC1)c1ccc(CN2CCOCC2)cc1
 : -29%, -14%, -14%, -0.8%
CS(=O)(=O)N(CC(=O)N1CCCC1)c1ccc(OCc2ccccc2)cc1
 : -13%, -3%, -3%, 3.0%
COCCn1c(C)cc(O)c(C(c2ccccc2)N2CCN(c3ccc(F)cc3)CC2)c1=O (centres undefined)
 : -15%[10.9 µM], 1%, 37%[activator], -0.8%
O=c1[nH]c2ccc(NS(=O)(=O)c3ccc(F)cc3)cc2s1
 : -8%[10.9 µM], 2%, -15%, ?
Cc1ccc(C)c(C(=O)CC2(O)C(=O)Nc3ccccc32)c1 (centres undefined)
 : -11%, 7%, -6%, -0.1%
Clc1ccccc1Cn1nnc2c(NCCN3CCOCC3)ncnc21
 : ., -12%, -3%, 5.9%
Nc1nc2n(n1)C(c1ccco1)CC(c1ccc(Cl)c(Cl)c1)N2 (centres undefined)
 : -6%, 3%, -3%, -1.1%
CCOc1ccccc1NC(=O)C1=C(C)Nc2ncnn2C1c1sccc1C (centres undefined)
 : -7%[10.9 µM], 11%, -24%, ?

Each structure is followed by: Peg3 imprint, p53ts 32C tox, p53ts 39C tox, IkB signaling
Cc1ccc2c(c1)C1C=CCC1C(C(=O)O)N2 (centres undefined)
 : -2%, 0%, -1%, -0.1%
Cn1nc(-c2ccc(Cl)cc2)c2cc(C(=O)NCCCN3CCCC3)sc21
 : -64%[inhibitor], 30%[activator], ?, 16%
Cc1ccc(C(C)C)c(OCC(O)CN2CCN(c3ccccc3F)CC2)c1 (centres undefined)
 : -13%[10.9 µM], -16%, ?, ?
O=C(O)CN(CCN(CC(=O)O)CC(=O)O)CC(=O)O.[Mn]
 : -4%[10.9 µM], -2%[9.22 µM], 8%[9.22 µM], -0.1%[11.4 µM]
CC(C)COc1ccc(-c2nnc(-c3ccncc3)o2)cc1
 : -13%, 0%, 1%, -2.1%
O=C(Nc1ccc2nc(SCC(=O)N3CCCC3)sc2c1)c1cccc(Br)c1
 : -14%[10.9 µM], 1%, -21%, ?
COc1cc2c(cc1OC)n(CC(=O)c1cccc(Cl)c1)c(=O)n1nc(CCn3nc(C)cc3C)nc21
 : -12%[10.9 µM], 11%, -22%, -0.3%
O=C(NC1CCCCC1)N1CCCc2ccccc21
 : -15%, 5%, 11%, 1.7%
COc1cccc(CNC(=O)CCn2c(=O)oc3ccccc32)c1
 : -10%, 7%, -6%, -0.3%
O=C(O)Cn1c2c(c3ccccc31)CCCC2
 : -11%, -2%, 3%, -0.6%
CC1CCc2nn(CC(=O)Nc3ccccc3Cl)cc2C1 (centres undefined)
 : -6%[10.9 µM], -1%, 0%, -2.7%
Clc1ccccc1-c1nc(Nc2ccccc2)nc2ccc(Br)cc12
 : -9%[10.9 µM], 12%, -15%, 8.0%
COc1ccc(-n2nnnc2SCC(=O)NCc2ccco2)cc1OC
 : -7%, 10%, -5%, -0.3%
O=C(CSc1nnc(-c2ccncc2)n1-c1ccccc1)Nc1ccc(F)cc1
 : -11%[10.9 µM], -5%, -9%, 1.0%
Cc1cc(NC(=O)CSc2nccn2-c2ccc(F)cc2)no1
 : -7%, -4%, 3%, 0.9%

Each structure is followed by: Peg3 imprint, p53ts 32C tox, p53ts 39C tox, IkB signaling
Cc1ccccc1CSCC(=O)NC(=O)NCc1ccco1
 : -5%, 8%, -4%, 0.9%
O=C(NC1CCCC1)C(c1ccsc1)N(Cc1ccco1)C(=O)Cc1cccs1 (centres undefined)
 : 5%, -3%, -6%, ?
Cc1ccc(S(=O)(=O)N2CCN(Cc3ccccc3C(F)(F)F)CC2)cc1
 : -18%, -5%, 11%, 0.1%
CC1=CC(C)(C)N(C(=O)CN2C(=O)c3ccccc3C2=O)c2ccc(C)cc21
 : ., -7%, 0%, .
O=C(Nc1ccon1)c1cc2c(s1)CCCCCC2
 : -13%, -16%, ?, 1.9%
COc1cccc(CNC(=O)c2ccc(NC(=O)N3CC(C)Sc4ccccc43)cc2)c1 (centres undefined)
 : -11%[10.9 µM], -4%, -10%, ?
CCn1c(SCC(=O)c2ccc(F)cc2)nnc1-c1ccoc1C
 : -17%, -11%, -3%, 0.4%
Cc1cc(O)ccc1C1(c2ccc(O)cc2C)OC(=O)c2ccccc21
 : ., 15%, 5%, .
CC(C)N(Cc1ccccc1)C(=O)c1cc2ccc3cccnc3c2[nH]1
 : -14%[10.9 µM], -21%, ?, -7.6%
COc1ccc(N(CC(=O)Nc2cc(OC)ccc2OC)S(=O)(=O)c2c(C)nn(C)c2C)cc1
 : -15%, 2%, -8%, -0.1%
Cc1ccc2c(c1)-c1c(c(C(=O)NCCc3ccccc3)nn1C)CS2
 : ?, 3%, -9%, ?
CCCCN(CCCC)Cc1ccc(N)cc1
 : -4%, -10%, -9%, 2.1%
COc1ccc(OCC(=O)Nc2ccc3nn(-c4ccc(OC)cc4)nc3c2)cc1
 : -36%[inhibitor][10.9 µM], -16%, ?, -2.0%
Cc1nc2ccc(N)cc2s1
 : -14%, -7%, 17%, 2.3%
Cn1c(SCCN2CCCCC2)nnc1-c1ccccc1Br
 : -4%, -2%, 7%, -0.1%

Compound profiles, from the list above. Values in the order: Peg3 imprint	p53ts 32C tox	p53ts 39C tox	IkB signaling
Cc1ccc(S(=O)(=O)N2CCN(Cc3ccccc3C(F)(F)F)CC2)cc1 as listed: -18%	-5%	11%	0.1%
CC1=CC(C)(C)N(C(=O)CN2C(=O)c3ccccc3C2=O)c2ccc(C)cc21 as listed: .	-7%	0%	.

Next part
Each structure is followed by: Peg3 imprint, p53ts 32C tox, p53ts 39C tox, IkB signaling
O=C(c1ccccc1)c1ccc(C(=O)N2CCN(c3ccc(F)cc3)CC2)o1
 : -23%, 13%, 1%, ?
O=C(Nc1ncc(C(F)(F)F)cc1Cl)C1COc2ccccc2O1 (centres undefined)
 : -6%, -3%, 1%, -0.4%
Cc1cc(Br)ccc1NC(=O)COc1cc(=O)n(C)c2ccccc12
 : -14%[10.9 µM], -2%, ?, -1.8%
Nc1cc(N)cc(-c2nc3ccccc3[nH]2)c1
 : -2%, -3%, 10%, 1.6%
CCCOc1ccc(C2c3c(-c4ccccc4O)n[nH]c3C(=O)N2Cc2cccnc2)cc1 (centres undefined)
 : -7%[10.9 µM], 31%[activator], 13µM*, -2.5%
COc1ccc(NC(=O)CSc2nc(-c3ccco3)nc3cc(=O)[nH]n23)cc1
 : 5%[10.9 µM], 5%, -18%, ?
O=C(CN1CCC(n2nnc3cc(F)ccc32)CC1)NCCc1nc2ccccc2[nH]1
 : ., 3%, -2%, 6.8%
COc1ccccc1CCNC(=O)c1ccc2c(c1)c(C)c(C)n2C
 : -12%[10.9 µM], -4%, -14%, ?
Cc1oc2c(c1C(=O)NCc1ccccc1)CCCC2
 : -16%, 1%, -3%, 3.7%
CCOC(=O)C1CCCN(C(=O)Cn2cccc2C(=O)c2ccccc2)C1 (centres undefined)
 : -11%, 5%, -5%, 0.7%
COc1cc(NS(=O)(=O)c2ccc3c(c2)oc(=O)n3C)cc(OC)c1OC
 : -19%, 4%, 6%, 1.2%
CCN(CC)c1nc(N(CC)CC)[nH]c(=O)n1
 : -4%, 6%, -3%, -1.0%
Cc1ccc(-n2ncc(C(=O)N3CCN(c4cccc(C)c4)C(C)C3)c2C2CCN(C(=O)OC(C)(C)C)CC2)cc1 (centres undefined)
 : -6%[10.9 µM], 28%, 3%, 6.1%
O=C(CCCOc1ccc(Cl)cc1Cl)NCCCO
 : ?, -22%, ?, -0.8%
CCCSc1oc(-c2cccs2)nc1S(=O)(=O)c1ccc(C)cc1
 : -19%[10.9 µM], 1%, 1%, ?
C#CCCCO/N=C1/C[C@@H](O)[C@@H](O)[C@@H]2[C@H]3C(=O)N(c4ccc(F)cc4F)C(=O)[C@@H]3CC[C@@H]12
 : ., -1%[9.22 µM], 13%[9.22 µM], .

Fetched one by one from the list above, six records:
Each structure is followed by: Peg3 imprint, p53ts 32C tox, p53ts 39C tox, IkB signaling
Clc1ccccc1-c1nc(Nc2ccccc2)nc2ccc(Br)cc12
 : -9%[10.9 µM], 12%, -15%, 8.0%
O=C(NC1CCCC1)C(c1ccsc1)N(Cc1ccco1)C(=O)Cc1cccs1 (centres undefined)
 : 5%, -3%, -6%, ?
COc1ccc(S(=O)(=O)N2CCCN(CC(=O)Nc3ccc4c(c3)OCO4)CC2)cc1
 : -22%, 9%, -6%, 1.6%
Cc1nc2ccc(N)cc2s1
 : -14%, -7%, 17%, 2.3%
O=C(NC1CCCCC1)N1CCCc2ccccc21
 : -15%, 5%, 11%, 1.7%
Cn1nc(-c2ccc(Cl)cc2)c2cc(C(=O)NCCCN3CCCC3)sc21
 : -64%[inhibitor], 30%[activator], ?, 16%
